GALK inh – inhibitors of human galactokinase; P51570; Purified GALK, Kinase-Glo residual ATP luminescence; Potency, µM (titrated, usually from 57.5 µM), for inactives: at the top dose activity change, negative = inhibition, actives largely listed as inhibitors; hit rate 0.007% among 270,000; note: potency is the fitted concentration of half-maximal effect; % is set by controls: 0 for no effect and ±100 for the full control effect
Target sequence (P51570 whole entry, looked up): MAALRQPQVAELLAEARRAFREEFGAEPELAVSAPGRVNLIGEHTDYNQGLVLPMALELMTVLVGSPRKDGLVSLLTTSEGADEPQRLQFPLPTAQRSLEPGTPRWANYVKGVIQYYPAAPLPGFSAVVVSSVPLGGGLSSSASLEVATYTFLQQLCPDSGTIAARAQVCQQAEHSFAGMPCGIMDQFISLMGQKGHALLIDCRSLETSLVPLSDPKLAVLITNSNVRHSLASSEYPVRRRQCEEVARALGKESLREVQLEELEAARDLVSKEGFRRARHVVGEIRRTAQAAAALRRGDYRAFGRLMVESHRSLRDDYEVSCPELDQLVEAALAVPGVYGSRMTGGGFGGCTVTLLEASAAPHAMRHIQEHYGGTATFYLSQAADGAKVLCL
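Quantitative HTS: GALK 5 nM, ATP 35 uM, galactose 100 uM, 1 h room temperature, then luciferase-based ATP detection.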
B2AR arrestin – agonists driving beta-arrestin recruitment to human beta2-adrenergic receptor. P07550. beta-arrestin recruitment to beta2AR, cell-based reporter. Potency, µM (top dose mostly 46.1 µM), inactives show at the highest dose activation, hits mostly activators. hit rate 0.02% among 330,000. AID 492947;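 note: potency is the fitted concentration of half-maximal effect; 0% = DMSO controls and full agonism = EC100 isoproterenol or metaproterenol; nearly all actives have a fitted effect of over 65% in size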
ASM inhibitor – human S-ASM enzyme inhibition | placental ASM, HMU-PC fluorogenic substrate, 60 min | Potency, µM (titrated, usually from 57.5 µM), without a hit: top-dose activity change, negative = inhibition, hits mostly inhibitors | hit rate 0.006% among 340,000 | AID 504937; note: potency is the fitted concentration of half-maximal effect
Target sequence (P17405 47-631 limits assumed): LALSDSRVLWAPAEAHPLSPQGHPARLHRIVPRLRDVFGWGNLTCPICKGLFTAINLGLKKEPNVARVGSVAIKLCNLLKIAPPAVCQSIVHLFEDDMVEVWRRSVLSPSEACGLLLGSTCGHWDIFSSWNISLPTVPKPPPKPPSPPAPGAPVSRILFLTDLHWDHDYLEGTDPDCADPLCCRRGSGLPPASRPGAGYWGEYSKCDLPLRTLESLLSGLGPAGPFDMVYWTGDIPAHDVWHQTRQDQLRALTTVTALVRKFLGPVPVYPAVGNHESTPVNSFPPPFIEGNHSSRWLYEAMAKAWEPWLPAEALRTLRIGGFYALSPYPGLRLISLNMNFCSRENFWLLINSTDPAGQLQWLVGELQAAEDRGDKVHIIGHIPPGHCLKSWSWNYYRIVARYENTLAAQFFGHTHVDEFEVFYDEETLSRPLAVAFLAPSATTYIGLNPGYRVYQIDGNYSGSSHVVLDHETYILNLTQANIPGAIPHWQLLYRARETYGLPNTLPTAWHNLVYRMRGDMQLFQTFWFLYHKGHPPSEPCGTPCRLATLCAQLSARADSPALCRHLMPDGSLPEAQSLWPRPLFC
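Human placenta-derived ASM preincubated with compound 10 min at room temperature, then reacted with 9 uM (final) fluorogenic HMU-PC substrate for 60 min at 37 C. Stop solution raises pH to 10; fluorescence read at Ex 386/Em 447 nm.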
PTAP TSG101 blk – blocks PTAP/TSG101 interaction to inhibit HIV-1 budding; Q99816; Fluorescence polarization, FITC-PTAP peptide / Tsg101 binding; Potency, µM (top dose mostly 115 µM), inactives show top-dose activity change, negative = inhibition, most hits filed as inhibitors; 340,000 tested, under 10 active; AID 493005; active = well fitted inhibition curve with a large enough effect in the main read-out, with a control signal flat, not every such curve was filed as active; inconclusive = small, poorly fitted or top-dose-only effect, or effect the other way, or a change in a side signal; inactive = no such curve, though single readings can be large or run the other way; note: potency is the fitted concentration of half-maximal effect; % of control where 0% means no effect
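Compounds were pin-transferred onto Tsg101 binding domain (10 uM final) in HEPES pH 7.5 buffer, then FITC-PTAP peptide was added at 50 nM final. After 20 min at RT, polarization reported peptide displacement across a qHTS concentration series.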
Giardia kill – Giardia lamblia killing. AID 540267. Giardia lamblia trophozoite viability. hit rate 0.15% among 340,000. activity change, % at 7.66 µM, hits read low; in the data active = activity change below about -80%; inconclusive = between about -30% and that limit;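 note: parasites exposed to compound for two days anaerobically before the ATP read; % is set by controls: 0 for no effect and ±100 for the full control effect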
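Trophozoite viability was measured as ATP-dependent luminescence, read 15-30 min after reagent addition. Before that, parasites at 100 cells/well were exposed to compounds for 48 h, anaerobically, at 37 deg C.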
Tb PFK inh – T. brucei PFK enzyme inhibition; T. brucei PFK, ADP-Glo luminescence; Potency, µM (series often up to 57.5 µM), without a hit: top-dose activity, negative = inhibition, hits mostly inhibitors; hit rate 0.17% among 330,000; AID 485367;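 note: potency is the fitted concentration of half-maximal effect; 0% = uninhibited 1x PFK enzyme wells and -100% = no-enzyme wells; nearly all actives have a fitted effect of over 60% in size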
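Compounds were pin-transferred as a titration series up to 57 uM into substrate buffer (0.5 mM F6P, 0.1 mM ATP, pH 8.0), then 1.25 nM PFK was added and reactions ran 45 min before ADP-Glo detection.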
BCR signal inh – chronic active BCR signaling inhibition | ABC-DLBCL IkBa-CBG/CBR reporter, luminescence ratio, 4 h | Potency, µM (titrated, usually from 46.1 µM), inactives show top-dose ratio change, negative = lower green/red ratio, usual class: inhibitors | hit rate 0.05% among 340,000 | AID 493014; active = well fitted inhibition curve with a large enough effect in the signal ratio, with a control signal flat, not every such curve was filed as active; inconclusive = small, poorly fitted or top-dose-only effect, or effect the other way, or a change in a side signal; the % refers to the signal ratio;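 note: potency is the fitted concentration of half-maximal effect; plate controls were basal doxycycline-induced cells for no effect and cells given 10 µM MG132 for full effect; MG132 reads +100%, hits lower the ratio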
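TMD8 human ABC-DLBCL cells with doxycycline-inducible IκBα–green luciferase fusion and unfused red luciferase, in 0.5% FBS medium; compounds up to 46 uM, 4 h at 37C. Green/red luminescence ratio, filter-overlap corrected, fitted to concentration-response curves.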
PKM2 activator – increases activity of human pyruvate kinase M2 | Potency, µM (highest dose often 57.5 µM), for inactives: top-dose activation, hits mostly activators | hit rate 0.34% among 260,000 | purified PKM2, Kinase-Glo ATP luminescence, activation; response scale: 0% is enzyme alone, no compound | P14618 | AID 1631; note: potency is the fitted concentration of half-maximal effect; % is set by controls: 0 for no effect and ±100 for the full control effect; nearly all actives have a fitted effect of over 55% in size
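Kinase-Glo luminescence reports ATP generated from ADP (0.1 mM) and PEP (0.5 mM) by purified hPK-M2 after 1 h at room temperature, pH 7.2 imidazole buffer; intermediate enzyme activity allows detecting inhibitors and activators.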
FBPA coupling cs – coupling enzyme interference in Giardia aldolase counter-screen | coupling enzyme system counterscreen, AmpLite Red fluorescence | activity change, negative = inhibition, % at 58.2 µM, hits read low | hit rate 0.67% among 290,000; in the data active = activity change below about -30%; note: % is set by controls: 0 for no effect and ±100 for the full control effect
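Coupling enzymes only (glyceraldehyde-3-phosphate) + compound, at 57.5 uM final, 10 min RT; add substrate/coupling/AmpLite Red mix, 20 min RT; fluorescence ex 525/em 598 nm. Actives flag coupling-system interference.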
a7 integrin act – activates integrin-mediated alleviation for muscular dystrophy; alpha7betagal myoblasts, beta-gal FDG fluorescence, 48 h; hit rate 0.064% among 350,000; AID 624291; Potency, µM (doses to about 38.3 µM), for the others: top-dose activation, most hits filed as activators;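 note: potency is the fitted concentration of half-maximal effect; 100% = response of the positive control SU9516; nearly all actives have a fitted effect of over 60% in size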
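Alpha7betagal+/- myoblasts (passage 13) were plated 16-24 hr, then exposed to compounds (1:260 dilution of DMSO stock) for 48 hours at 37C. After MPER lysis, β-galactosidase reporter activity was read as FDG fluorescence (ex 480/em 540) after 30 minutes.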
Menin MLL FP TR – menin-MLL binding inhibition, Texas Red mutant peptide; O00255; Menin + Texas Red MLL mutant peptide, fluorescence polarization; Potency, µM (titrated, usually from 61.6 µM), inactives show at the top dose FP activity change, negative = inhibition, most hits filed as inhibitors; hit rate 0.23% among 270,000; AID 1768; active = well fitted inhibition curve with a large enough effect in the polarisation, with a control signal flat, not every such curve was filed as active; inconclusive = small, poorly fitted or top-dose-only effect, or effect the other way, or a change in a side signal; inactive = no such curve, though single readings can be large or run the other way; the % refers to the polarisation; note: potency is the fitted concentration of half-maximal effect; % of control where 0% means no effect; many of its hits are not listed in these tables
The depositor's hits bear a star; ? = inconclusive; . = not tested or not shown; & = joins results of further samples; [ ] = remark or other dose. Unless noted, calls come from the whole dose curve; as a rule, active = well fitted curve in the direction sought with a large enough effect; inconclusive = small, poorly fitted or top-dose-only effect, or another doubt; inactive = no such curve, though single readings can be large; an effect the other way counts as inactive or inconclusive. This is a subset, so the mix of outcomes need not match the whole.

Values in the order – GALK inh | B2AR arrestin | ASM inhibitor | PTAP TSG101 blk | Giardia kill | Tb PFK inh | BCR signal inh | PKM2 activator | FBPA coupling cs | a7 integrin act | Menin MLL FP TR
- O=C(Nc1ccc(Cl)cc1N1CCOCC1)C1CCCO1 (centres undefined)
    4% | -0.3% | 6% | -2% | -12 | -11% | 0% | 2% | 2 | 9% | 0%
- Cc1c(-c2cc(Br)ccc2O)nc2cc3c(cc2c1C)OCO3
    0% | 0.4% | 7% | -3% | 2 | -3% | ? | . | -1 | ? | -5%
- CC(C)c1cc(C(=O)N2CCCC(N3CCN(c4ccc(F)cc4)CC3)C2)no1 (centres undefined)
    5% | 0.2% | -1% | -10% | -9 | -2% | -1% | . | . | 0% | .
- Cc1noc(C)c1COC(=O)C1CC(O)CN1S(=O)(=O)c1ccc(Cl)cc1 (centres undefined)
    1% | -0.1% | 4% | -6% | 5 | 12% | 7% | 0% | 4 | 20% | 28%
- O=C(CC1SC(N2CCCCC2)=NC1=O)Nc1cccc(C(=O)NCc2ccc(F)cc2)c1 (centres undefined)
    . | -0.8% | -1% | 0% | 1 | -16% | -8% | . | . | -17% | .
- CCCCC(=O)Nc1ccc2c(c1)nc(CCN1CCN(C)CC1)n2C
    3% | -0.4% | 3% | 0% | -20 | 0% | -13% | 0% | -1 | -9% | .
- Cc1cc(Cl)ccc1OCC(O)CNCCc1ccc(S(N)(=O)=O)cc1 (centres undefined)
    3% | 0.6% | -9% | -10% | 4 | -29% | ? | . | 6 | -67%[inhibitor] | -4%
- COc1ccc(S(=O)(=O)N2CCC(NC(=O)N3CCOCC3)CC2)cc1
    -3% | -0.3% | 1% | -1% | -28 | -3% | 7% | 1% | 1 | -7% | 4%
- CCOC(=O)c1cccc(NC(=O)CCc2nnc3ccc(N4CCN(C)CC4)nn23)c1
    1% | 0.0% | -2% | -4% | -7 | 1% | -5% | . | 2 | 12% | -7%
- CCOc1ccc(C(CC(=O)O)NC(=O)C2c3ccccc3Oc3ccccc32)cc1 (centres undefined)
    0% | 0.0% | 6% | -1% | -10 | 5% | 0% | -1% | 7 | -43% | -6%
- Cc1occc1C(=O)NC1CCCCCC1
    0% | -0.4% | 2% | 0% | -3 | -3% | -1% | -1% | 1 | 21% | -1%
- O=C(COC(=O)CN1C(=O)C2CCCCC2C1=O)Nc1ccc(S(=O)(=O)N2CCOCC2)cc1 (centres undefined)
    -1% | 3.5% | 0% | -2% | 3 | -1% | -1% | -1% | 8 | -20% | -1%
- CC(C)(C)c1ccc(Cc2n[nH]c(=S)[nH]c2=O)cc1
    1% | 0.4% | -16% | -4% | ? | 1% | 2% | . | 9 | 10% | 14%
- O=C(Nc1cccc(C(=O)O)c1)Nc1ccc2c(c1)OCO2
    8% | 0.5% | 2% | 3% | ? | -17% | ? | -16% | 1 | -28% | -5%
- O=C(COc1ccccc1Cl)NCCCN1CCOCC1
    2% | -0.2% | 3% | 0% | -6 | -6% | 4% | 1% | 0 | -1% | -9%
- CC1Cc2ccccc2N1c1ncnc2c1nnn2Cc1ccccc1 (centres undefined)
    3% | 0.1% | -3% | -6% | -16 | -1% | ? | -4% | 0 | -21%[7.66 µM] | 0%
- O=C(Nc1nc(COc2ccccc2)cs1)C12CC3CC(CC(C3)C1)C2
    2% | -0.4% | 3% | 0% | -1 | -2% | ? | -10% | -4 | -30% | 2%
- C=CCn1c(CSc2nnc(-c3ccccc3)n2C)n[nH]c1=S
    0% | 0.9% | -3% | -3% | -23 | 0% | 3% | -12% | 7 | 5% | .
- O=C(O)c1cccc(N2C(=O)/C(=C/c3ccc(SCc4ccc(Cl)cc4)o3)SC2=S)c1
    -6% | -0.2% | -10% | 29% | 4 | 18% | 4% | -6% | -7 | -41% | ?
- COc1ccc(C(=O)NCCOc2cccc(Oc3ccccc3)c2)cc1OC
    . | 0.1% | 64% | 2% | -4 | 21% | ? | . | . | -1% | .
- CCn1c(C)[n+](CCCS(=O)(=O)[O-])c2cc(Cl)c(Cl)cc21
    0% | 0.3% | -2% | -14% | -6 | -4% | 2% | -6% | -1 | 10% | 16%
- Cc1ccc2nc(N(CCCN(C)C)C(=O)c3cc4ccccc4oc3=O)sc2c1
    0% | -0.3% | 0% | -5% | -6 | 0% | ? | 1% | -2 | 3% | -9%
- COc1ccc(C(=O)OC(C)C(=O)NC2CCCCC2C)cc1S(=O)(=O)N1CCOCC1 (centres undefined)
    . | -0.4% | 3% | 0% | 13 | -1% | -1% | . | . | -11% | .
- Cc1ccc(/C=C/C(=O)NC2CCCCCCC2)o1
    0% | -2.0% | 1% | -6% | -7 | -23% | ? | 13% | -7 | -41%[inhibitor] | 6%
- COc1ccc(/C=C/C(=O)OCC(=O)NC(=O)NC(C)(C)C)cc1
    3% | 0.2% | -5% | -1% | -13 | 3% | -2% | 0% | -3 | -15% | -7%
- CCN(CC)C(=O)[C@H]1C[C@H](CC(=O)NCCCn2ccnc2)C(=O)N2CCc3c([nH]c4cc(CCC(=O)N(C)C)ccc34)[C@]12C
    . | -0.4% | -1% | -3% | -12 | -1% | 1% | . | . | 6% | .
- CCn1cc(CNC(=O)/C=C/c2ccc([N+](=O)[O-])cc2)cn1
    0% | 0.0% | 1% | -1% | 5 | 4% | -2% | -4% | -3 | 22% | 14%
- COc1cc(OC)c2c(-c3ccccc3)cc(=O)oc2c1C(CC(=O)N1CCCC1)c1ccc2c(c1)OCO2 (centres undefined)
    -1% | 0.8% | 9% | . | 3&4 | 1% | 0% | 11% | 3&6 | -19% | 2%
- Cc1cccc(CC(=O)Nc2cccnc2)c1
    -5% | -1.1% | -2% | -6% | -6 | 0% | -15% | 2% | 0 | 2% | -2%
- O=C(OCC(=O)c1ccc[nH]1)c1ccc(S(=O)(=O)N2CCCCCC2)cc1
    -3% | -0.2% | -2% | -2% | -16 | 4% | 0% | 1% | 2 | 3% | -2%
- O=C(/C=C/c1c(Cl)nc2ccccn12)Nc1ccc(F)cc1
    0% | -0.3% | 4% | 1% | -12 | 2% | ? | 3% | -2 | 19% | 13%
- Cc1ccccc1-c1nc2sc(-c3ccccc3)cc2c(=O)o1
    -11% | -0.2% | -1% | -5% | 8 | 7% | 0% | 4% | 2 | 8% | 70%[activator]
- COc1cc(NS(=O)(=O)c2ccc(NC(=S)NC(=O)c3sc4ccccc4c3Cl)cc2)nc(OC)n1
    -2% | -0.6% | -1% | -7% | 4 | 9% | ? | -7% | 4 | -17% | ?
- COC(=O)C1=C(Cn2cnc3ccccc32)NC(=O)NC1c1cc(C)ccc1C (centres undefined)
    -2% | 0.2% | -5% | -5% | 26 | -3% | 0% | -1% | 0 | 26% | -2%
- COc1cc(C2NC(=O)NC(C)=C2C(=O)OC2CCCCC2)cc(Cl)c1O (centres undefined)
    -8% | 0.5% | -5% | -1% | 5 | 1% | -19% | 0% | 0 | -10% | 9%
- Cc1ncc([N+](=O)[O-])n1Cc1ccc(F)cc1
    1% | 0.1% | 3% | -2% | -2 | -9% | -1% | . | 3 | ? | 0%
- COc1ccc(C(=O)N[C@H](C(=O)OCC(=O)NC(=O)c2cccn2C)C(C)C)cc1
    -3% | 0.2% | 4% | -2% | 1 | -2% | ? | -13% | 0 | 6% | -6%
- O=[N+]([O-])c1ccc(N2CCN(c3cccc(Cl)c3)CC2)nc1
    0% | 0.5% | -13% | -2% | -13 | -8% | 0% | . | 0 | 30% | 34%[activator]
- Cc1cc(C)n(CC(C)C(=O)O)n1 (centres undefined)
    6% | -0.2% | 2% | 0% | -2 | ? | ? | -4% | 3 | 13% | 4%
- Cc1ccc(O)c(NC(=S)NC(=O)CC(C)C)c1
    -3% | -0.2% | -1% | -1% | -5 | 1% | 1% | -4% | 1 | 0% | 14%
- CCOC(=O)c1ccccc1N/C=C1\CCCC1=O
    4% | -3.0% | 12% | -9% | 1 | 2% | 0% | -2% | 3 | 14%[7.66 µM] | -13%
- CC(NC(=O)COC(=O)c1ccc2ccccc2n1)c1ccccc1 (centres undefined)
    . | -1.5% | 3% | 0% | 0 | -10% | 0% | . | . | 15% | .
- CN(C)c1nc(N)nc(Cn2ccnc2)n1
    0% | -0.3% | 3% | -2% | -9 | 5% | 7% | -5% | 2 | 19% | 6%
- O=C(COC(=O)/C(=C/c1cccs1)c1cccs1)NC(c1ccccc1)c1ccccc1
    1% | -0.5% | -3% | -3% | -14 | -7% | 3% | -5% | -1 | -18% | 1%

High-throughput results (PubChem BioAssay)
